Screens as filed in PubChem BioAssay.
N370S GC: inhibits or activates N370S mutant glucocerebrosidase. N370S GC spleen homogenate, 4MU-glucoside fluorescence. actives 0.092% (n = 330,000). Potency, µM (series often up to 59.4 µM), for the others: at the top dose activity change, negative = inhibition, usual class: inhibitors. AID 2101;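 note: 0% = full enzyme activity and -100% = no enzyme basal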
FEN1 inhibitor: inhibitors of human flap endonuclease 1 | P39748 | Recombinant FEN1 flap cleavage, fluorescence, 15 min | Potency, µM (series often up to 114 µM), without a hit: top-dose activity change, negative = inhibition, usual class: inhibitors | actives 0.35% (n = 390,000) | AID 588795; note: nearly all actives have a fitted effect of over 65% in size
Target sequence (P39748 whole entry, looked up): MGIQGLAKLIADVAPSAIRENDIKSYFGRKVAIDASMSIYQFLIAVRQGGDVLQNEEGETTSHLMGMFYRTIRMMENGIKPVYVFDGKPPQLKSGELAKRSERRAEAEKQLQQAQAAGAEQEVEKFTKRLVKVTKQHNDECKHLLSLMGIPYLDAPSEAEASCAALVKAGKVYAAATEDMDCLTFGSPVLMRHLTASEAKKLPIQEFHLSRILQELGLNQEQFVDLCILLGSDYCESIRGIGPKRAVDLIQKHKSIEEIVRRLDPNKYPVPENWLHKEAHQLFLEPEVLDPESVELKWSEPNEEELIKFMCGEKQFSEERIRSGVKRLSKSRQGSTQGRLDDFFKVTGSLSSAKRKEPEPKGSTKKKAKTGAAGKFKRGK
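Steps: FEN1 (10 nM) dispensed; compound added by pin tool; 15 min at room temperature; substrate added to 50 nM final; reads at 0 min and 15 min; data normalized and fitted (four-parameter Hill).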
TDP1 cell CPT: DT40-hTDP1 cell growth loss with CPT; actives 12% (n = 420,000); Potency, µM (series often up to 46.2 µM), for inactives: top-dose activity change, negative = growth inhibition, hits mostly inhibitors; AID 686979; chicken DT40 Tdp1-/-;hTDP1 cells + 20 nM CPT, ATP luminescence, 48 h; note: nearly all actives have a fitted effect of over 55% in size
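Cell growth measured by CellTiter-Glo luminescence after a minimum 48 h, 37 C compound exposure with 20 nM CPT in Tdp1-knockout DT40 cells stably expressing hTDP1, seeded 400/well; qHTS titration format.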
Starred values were filed as active, the others as inactive; ? = inconclusive; nt = no result given; [ ] = remark or other dose. Calls come from the whole dose curve; as a rule, active = well fitted curve in the direction sought with a large enough effect; inconclusive = small, poorly fitted or top-dose-only effect, or another doubt; inactive = no such curve, though single readings can be large; an effect the other way counts as inactive or inconclusive. Unless noted, % is set by controls: 0 for no effect and ±100 for the full control effect; potency is the fitted concentration of half-maximal effect.

entry | smiles | FEN1 inhibitor | N370S GC | TDP1 cell CPT
1 | O=C(CSc1nc2c([nH]c3ccccc32)c(=O)n1-c1ccccc1F)NCC1CCCO1 (stereo unspecified) | 2% | ? | ?
2 | Cc1cccc(NC(=O)CSc2nc(N)c(NC(=O)c3cccs3)c(=O)[nH]2)c1C | -5% | -3% | 0%
3 | CCOC(=O)c1c(C)[nH]c(C(=O)Cn2nnc(-c3ccccc3Cl)n2)c1C | -8% | 3% | -9%
4 | CCC1(c2ccc(F)cc2)NC(=O)N(CC(=O)N2CCN(C(=O)c3cccs3)CC2)C1=O (stereo unspecified) | 3% | -9% | ?
5 | CCn1ncc(CN2CCCC(CNC(=O)c3ccc(F)cc3)C2)c1C (stereo unspecified) | -6% | -15% | 5%
6 | COC(=O)c1[nH]c2ccc(C)cc2c1NC(=O)NC1CCCCC1 | -3% | 4% | 9%
7 | C=CC(=O)NN(C)c1ncc(C(F)(F)F)cc1Cl | -15% | 10% | ?
8 | COc1ccc(/C=N/NC(=O)c2cc(C34CC5CC(CC(C5)C3)C4)[nH]n2)cc1O | -28% | 2% | ?
9 | CCN(CC)C(=O)c1cn(-c2ccccc2)nc1-c1ccc2c(c1)OCCO2 | 0% | 2% | 27%
10 | CCOc1ccccc1-n1c(SCC(=O)N2CCCC2)nnc1-c1ccoc1C | -2% | 11% | 0%
11 | CC1CCN(CCc2nc3cc(NS(=O)(=O)c4ccc(F)cc4)ccc3n2C)CC1 | -12% | 5% | 4%
12 | C#CCn1cccc(C(=O)Nc2ccc(OC)cc2)c1=O | 2% | -4% | -27%
13 | COc1ccc(N2CC(C(=O)NCc3n[nH]c(=O)c4ccccc34)CC2=O)cc1 (stereo unspecified) | 4% | -3% | -28%
14 | CCOC(=O)c1ccc(N2C(=O)c3n[nH]c(-c4cccs4)c3C2c2ccc(C)cc2)cc1 (stereo unspecified) | 1% | nt | 1%
15 | COc1ccc(C(=O)NCC(C)(C)SCc2c(C)cc(C)cc2C)cc1 | -22% | ? | 23µM*
16 | CN(C)c1cccc(C(=O)N2CCCC(CCC(=O)N3CCN(c4ccccn4)CC3)C2)c1 (stereo unspecified) | 2% | -6% | ?
17 | Cc1ccccc1Nc1nc(-c2cccnc2)cs1 | -5% | 0% | ?
18 | COc1ccc(-c2nc3ccccc3o2)cc1NC(=O)COc1ccc(C(C)(C)C)cc1 | -16% | nt | ?
19 | C#CCNC(=O)C1=C[C@@H](C)C[C@@H](OCc2ccc(CO)cc2)O1 | -7% | -2% | -21%
20 | NC(CC(=O)O)c1ccc(F)cc1 (stereo unspecified) | -7% | 5% | 10%
21 | CN(c1ccccc1)S(=O)(=O)c1ccc(C(=O)NCCc2ccccc2)cc1 | -9% | 7% | -22%
22 | COC1CCC2(C)C(=CCC3C4CC(O)CC4(C)CCC32)C1 (stereo unspecified) | 11% | nt | 21µM*
23 | COc1ccc(Cn2cc(F)c(=O)n(C)c2=O)cc1[N+](=O)[O-] | 6% | -8% | -1%
24 | Cc1cc(C)c2c(n1)nn1c(NCCN3CCOCC3)cc(C)nc21 | -6% | 29% | -4%
25 | Cc1cc(Nc2cnc3ccccc3n2)n(-c2ccccc2)n1 | -6% | 4%[12.8 µM] | ?
26 | Cc1cc(C(=O)CSc2nnc(-c3ccccc3)n2C)c(C)n1C | -9% | 7% | -19%
27 | CC(C)CC1CC(C)(c2csc(NNC(=O)c3ccccc3)n2)OC1=O (stereo unspecified) | -5% | 8% | ?
28 | CC(C)Oc1ccc(CNC(=O)Cc2ccc(NC(=O)N3CCSc4ncccc43)cc2)cc1 | 12% | nt | 16µM*
29 | COc1ccc(C(=O)N2CCN(C(=O)C3CCCO3)CC2)cc1[N+](=O)[O-] (stereo unspecified) | -1% | nt | -2%
30 | COc1cc(/C=C/C(=O)OCC(=O)NC(=O)NC(C)C)cc(S(=O)(=O)N2CCc3ccccc32)c1OC | -6% | -3% | ?
31 | O=C(c1ccc(COc2ccccc2Br)cc1)N1CCCCC1 | -6% | 9% | 15µM*
32 | CC(OC(=O)CN1C(=O)c2ccccc2C1=O)C(=O)c1ccccc1 (stereo unspecified) | 1% | nt | -3%
33 | COc1ccc(C(=O)NC2(C(F)(F)F)NC(=O)N(CCCc3ccccc3)C2=O)c(OC)c1OC (stereo unspecified) | -15% | -15% | ?
34 | COc1ccc(C)cc1NC(=O)c1ccc2c(c1)OCO2 | -7% | 9% | -12%
35 | Cc1noc(C)c1S(=O)(=O)N1CCCC1C(=O)O (stereo unspecified) | 4% | -17% | -1%
36 | O=c1cc(O)c2sc3nc(-c4cccnc4)cc(C(F)(F)F)c3c2[nH]1 | ? | 6% | 7%
37 | COc1cccc(NC(=O)CN(C)C(=O)Cc2cccc3ccccc23)c1 | 1% | nt | -7%
38 | CC(=O)N1c2ccc(S(=O)(=O)N3CCCC3C(=O)NCc3ccc(Cl)cc3)cc2CC1C (stereo unspecified) | -7% | -4% | 21µM*
39 | CCN1CCc2c(sc(NC(=O)c3ccc(S(=O)(=O)N(C)CC4CCCO4)cc3)c2C(N)=O)C1 (stereo unspecified) | 2% | -5% | -36%
40 | COc1ccc(N2CCN(C(=O)c3cn(C4CCCC4)c(=O)c4c3c3ccccc3n4C)CC2)cc1 | -6% | -1% | 16µM*
41 | CS(=O)(=O)N1CCCC(C(=O)Nc2ccc(F)cc2)C1 (stereo unspecified) | 1% | -3% | -11%
42 | CN1CCC(C2(O)c3ccccc3CCc3ccccc32)CC1 | -3% | ? | 18µM*
43 | O=C(CN1CCCC1)NCc1ccccc1 | 0% | -6% | 3%
44 | COc1cccc(CC2(CO)CCCN(Cc3ccc(CN4CCCCC4)s3)C2)c1 (stereo unspecified) | 6% | -22% | 21µM*
45 | O=C(Nc1nc2ccccc2[nH]1)c1cc(F)cc(F)c1 | 0% | -17% | -23%
46 | O=C1OCCC1Sc1nnc(-c2ccccc2Cl)n1Cc1ccccc1 (stereo unspecified) | -2% | 11% | -7%
47 | Cc1ccc(-n2c(SCC(=O)N3CCN(c4ccccn4)CC3)nnc2N2CCCC2)cc1 | -10% | nt | -9%
48 | O=C(Nc1ccccc1N1CCCCC1)c1ccc(F)c(S(=O)(=O)N2CCOCC2)c1 | 8% | -3% | 16µM*

Compounds from the list above that contain a nitro group on carbon, in the order listed:
entry | smiles | FEN1 inhibitor | N370S GC | TDP1 cell CPT
23 | COc1ccc(Cn2cc(F)c(=O)n(C)c2=O)cc1[N+](=O)[O-] | 6% | -8% | -1%
29 | COc1ccc(C(=O)N2CCN(C(=O)C3CCCO3)CC2)cc1[N+](=O)[O-] (stereo unspecified) | -1% | nt | -2%

Reprinted: nos. 1 to 21
entry | smiles | FEN1 inhibitor | N370S GC | TDP1 cell CPT
1 | O=C(CSc1nc2c([nH]c3ccccc32)c(=O)n1-c1ccccc1F)NCC1CCCO1 (stereo unspecified) | 2% | ? | ?
2 | Cc1cccc(NC(=O)CSc2nc(N)c(NC(=O)c3cccs3)c(=O)[nH]2)c1C | -5% | -3% | 0%
3 | CCOC(=O)c1c(C)[nH]c(C(=O)Cn2nnc(-c3ccccc3Cl)n2)c1C | -8% | 3% | -9%
4 | CCC1(c2ccc(F)cc2)NC(=O)N(CC(=O)N2CCN(C(=O)c3cccs3)CC2)C1=O (stereo unspecified) | 3% | -9% | ?
5 | CCn1ncc(CN2CCCC(CNC(=O)c3ccc(F)cc3)C2)c1C (stereo unspecified) | -6% | -15% | 5%
6 | COC(=O)c1[nH]c2ccc(C)cc2c1NC(=O)NC1CCCCC1 | -3% | 4% | 9%
7 | C=CC(=O)NN(C)c1ncc(C(F)(F)F)cc1Cl | -15% | 10% | ?
8 | COc1ccc(/C=N/NC(=O)c2cc(C34CC5CC(CC(C5)C3)C4)[nH]n2)cc1O | -28% | 2% | ?
9 | CCN(CC)C(=O)c1cn(-c2ccccc2)nc1-c1ccc2c(c1)OCCO2 | 0% | 2% | 27%
10 | CCOc1ccccc1-n1c(SCC(=O)N2CCCC2)nnc1-c1ccoc1C | -2% | 11% | 0%
11 | CC1CCN(CCc2nc3cc(NS(=O)(=O)c4ccc(F)cc4)ccc3n2C)CC1 | -12% | 5% | 4%
12 | C#CCn1cccc(C(=O)Nc2ccc(OC)cc2)c1=O | 2% | -4% | -27%
13 | COc1ccc(N2CC(C(=O)NCc3n[nH]c(=O)c4ccccc34)CC2=O)cc1 (stereo unspecified) | 4% | -3% | -28%
14 | CCOC(=O)c1ccc(N2C(=O)c3n[nH]c(-c4cccs4)c3C2c2ccc(C)cc2)cc1 (stereo unspecified) | 1% | nt | 1%
15 | COc1ccc(C(=O)NCC(C)(C)SCc2c(C)cc(C)cc2C)cc1 | -22% | ? | 23µM*
16 | CN(C)c1cccc(C(=O)N2CCCC(CCC(=O)N3CCN(c4ccccn4)CC3)C2)c1 (stereo unspecified) | 2% | -6% | ?
17 | Cc1ccccc1Nc1nc(-c2cccnc2)cs1 | -5% | 0% | ?
18 | COc1ccc(-c2nc3ccccc3o2)cc1NC(=O)COc1ccc(C(C)(C)C)cc1 | -16% | nt | ?
19 | C#CCNC(=O)C1=C[C@@H](C)C[C@@H](OCc2ccc(CO)cc2)O1 | -7% | -2% | -21%
20 | NC(CC(=O)O)c1ccc(F)cc1 (stereo unspecified) | -7% | 5% | 10%
21 | CN(c1ccccc1)S(=O)(=O)c1ccc(C(=O)NCCc2ccccc2)cc1 | -9% | 7% | -22%

(further entries)
entry | smiles | FEN1 inhibitor | N370S GC | TDP1 cell CPT
49 | CCCc1ccc(-c2cc(NC(=O)CSc3nnc(N)s3)n(-c3ccccc3)n2)cc1 | ? | 5% | 23µM*
50 | C=C(c1ccc2nc(NC(=O)OC)[nH]c2c1)c1cccs1 | 0% | nt | 0.73µM*
51 | [O-][n+]1cccc2cccc(O)c21 | ? | nt | ?
52 | CCOC(=O)N1CCN(C(=O)c2ccc3c(=O)n(-c4cc(OC)ccc4OC)c(=S)[nH]c3c2)CC1 | -6% | -5% | -4%
53 | O=C(NCCCN1CCOCC1)c1ccc(CSc2ccc(Cl)cc2)cc1 | -5% | 6% | 26µM*
54 | O=C(Nc1cccc(Cl)c1)c1ccc2ncsc2c1 | 2% | 1% | ?
55 | O=S(=O)(NCc1cn2ccsc2n1)c1ccc2c(c1)OCCO2 | 0% | 2% | ?
56 | N#Cc1ccc(OCC(=O)N/N=C2\CCc3ccccc32)cc1 | -4% | 16% | 3%
57 | O=C(c1cc(=O)[nH]c2ccccc12)N(Cc1nnc(-c2ccccc2Cl)o1)C1CC1 | 0% | 10% | 13µM*
58 | Cc1csc(SCC(=O)N2CCN(S(=O)(=O)c3ccccc3)CC2)n1 | 3% | -1% | -1%
59 | COc1ccc(CNCc2cc3c(C(C)(C)C)nn(-c4ccccc4)c3[nH]c2=O)cc1 | -1% | -7% | 26µM*
60 | Cc1ccc(C)c(S(=O)(=O)N2CCN(Cc3ccc(O)c4ncccc34)CC2)c1 | 5% | -17% | 5.8µM*
61 | Cc1cccc(N(C)C(CNS(=O)(=O)c2ccccc2)c2ccccc2)c1 (stereo unspecified) | -20% | nt | 16µM*
62 | Cc1nn(C)c(C)c1CCC(=O)N1CCCC(Nc2ccc(C(C)C)cc2)C1 (stereo unspecified) | -3% | 8% | -11%
63 | CC1=C(c2ccc(Cl)cc2)S(=O)(=O)N=C1N1CCN(c2cc(C)ccc2C)CC1 | -1% | nt | ?
64 | COc1ccc(OC)c(Nc2nc(-c3ccncc3)nc3ccccc23)c1 | -7% | -3% | 18µM*
65 | O=C(CSc1nnc2ccccn12)NNC(=O)c1ccc(F)cc1 | 4% | -8% | -8%
66 | CCOc1ccc(CNC(=O)c2cccn2-c2nnc(N3CCCCC3)s2)cc1OC | 12% | nt | 26µM*
67 | CCOc1ccc(-c2cc(C(=O)NCC3CCCO3)c3ccccc3n2)cc1 (stereo unspecified) | 12% | 16% | 16µM*
68 | Cc1ccc(-n2[nH]c(C)c(C=NC34CN5CN(CN(C5)C3)C4)c2=O)cc1C | 9% | 1% | 9.2µM*
69 | N#Cc1c(C(F)(F)F)cc(-c2ccco2)nc1SCc1ccccn1 | -17% | 7% | ?
70 | O=C(Nc1ccc2nsnc2c1)c1cccs1 | 3% | 22% | -19%
71 | O=C1CC(N2CCN(c3ccccn3)CC2)C(=O)N1CC(c1ccccc1)c1ccccc1 (stereo unspecified) | -15% | 1% | 23µM*
72 | CCOCCCNC(=O)C(=O)Nc1c2c(nn1-c1ccccc1)CSC2 | -2% | nt | -21%
73 | Cc1ccc(S(=O)(=O)CCC(=O)OCC(=O)N(C)Cc2ccccc2)cc1 | 4% | nt | ?
74 | Cc1ccc(S(=O)(=O)NCC(=O)N(CC(=O)NC2CCCC2)c2ccc3c(c2)OCCO3)cc1 | 9% | 0% | -18%
75 | CCn1cc(C(=O)N(CCCN2CCOCC2)Cc2ccco2)c(=O)c2ccc(C)nc21 | 14% | -1% | -5%
76 | CCN(C(=S)NCCOC)c1cccc2ccccc12 | 1% | -2% | 2%

Only part of the results is shown, so the mix of outcomes need not match the whole.
